# OXTR agonist: activates the human oxytocin receptor; CHO-OTR cells, Fluo-8 calcium fluorescence; normalized: DMSO 0%, oxytocin 100%; activation, % at 3 µM; actives 0.32% (n = 320,000);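 active = activation above the mean of all tested compounds plus 3 SD, cutoff set per screening run, cut at about 20% in these data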;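 note: peak over basal fluorescence ratio from a 100 s FLIPR kinetic read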
# Target sequence (P30559 whole entry, looked up): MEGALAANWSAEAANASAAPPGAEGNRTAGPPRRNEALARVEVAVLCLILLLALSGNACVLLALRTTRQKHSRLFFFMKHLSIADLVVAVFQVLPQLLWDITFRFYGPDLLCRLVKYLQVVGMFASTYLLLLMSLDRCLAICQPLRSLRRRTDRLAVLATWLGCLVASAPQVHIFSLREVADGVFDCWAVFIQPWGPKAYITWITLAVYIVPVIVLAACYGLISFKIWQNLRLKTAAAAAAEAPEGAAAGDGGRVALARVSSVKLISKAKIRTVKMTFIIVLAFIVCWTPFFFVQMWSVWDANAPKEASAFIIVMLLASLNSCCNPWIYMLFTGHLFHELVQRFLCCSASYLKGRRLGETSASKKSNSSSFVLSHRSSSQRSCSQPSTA
# V1R ag counter: counter-screen for oxytocin receptor agonists: human V1a receptor agonists. CHO-V1R cells, Fluo-8 calcium fluorescence, agonist mode; 0% DMSO, 100% 3 nM vasopressin. activation, % at 3 µM. actives 0.25% (n = 320,000). AID 2797;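 active = activation above the mean activation of all tested compounds plus 3 SD, per screening run, cut at about 20% in these data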;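 note: signal is peak over basal fluorescence ratio across a 100 second FLIPR read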
# Target sequence (P37288 whole entry, looked up): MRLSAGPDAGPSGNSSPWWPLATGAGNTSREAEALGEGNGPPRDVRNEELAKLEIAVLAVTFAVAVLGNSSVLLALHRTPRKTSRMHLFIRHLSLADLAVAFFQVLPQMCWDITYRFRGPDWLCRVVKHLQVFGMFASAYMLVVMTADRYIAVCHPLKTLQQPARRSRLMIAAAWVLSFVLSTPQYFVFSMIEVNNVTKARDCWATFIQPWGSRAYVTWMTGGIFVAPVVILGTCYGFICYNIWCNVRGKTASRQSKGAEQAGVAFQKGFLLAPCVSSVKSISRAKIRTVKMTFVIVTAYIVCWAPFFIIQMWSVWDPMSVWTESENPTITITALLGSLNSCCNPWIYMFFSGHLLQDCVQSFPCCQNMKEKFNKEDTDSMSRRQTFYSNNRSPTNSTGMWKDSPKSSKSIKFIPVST
# Numbers without * were called inactive. An excerpt; the hit share may differ from the screen's.
# The first two compounds (preview)
SMILES,OXTR agonist,V1R ag counter
Oc1cc(-c2ccc(N3CCCCC3)nc2)cc2cccnc12,0.9,0.5
Cc1oc(-c2cccc(Cl)c2)nc1CN1CCC(C(=O)N2CCN(c3ccccn3)CC2)CC1,13.2,16.4

# Results, from the start:
SMILES,OXTR agonist,V1R ag counter
Oc1cc(-c2ccc(N3CCCCC3)nc2)cc2cccnc12,0.9,0.5
Cc1oc(-c2cccc(Cl)c2)nc1CN1CCC(C(=O)N2CCN(c3ccccn3)CC2)CC1,13.2,16.4
O=C(Cn1ccnc1[N+](=O)[O-])NCc1ccccc1,0.1,0.7
CCCCCN(C(=O)CCC(=O)OCCOc1ccc(OC)cc1)c1c(N)n(CCCC)c(=O)[nH]c1=O,-1.4,-0.6
Nc1cc(C(Cl)=C(Cl)Cl)c(S(N)(=O)=O)cc1S(N)(=O)=O,-0.6,-0.2
Cc1cc(-c2ccc(N=Nc3c(S(=O)(=O)O)cc4cc(S(=O)(=O)O)cc(N)c4c3O)c(C)c2)ccc1N=Nc1c(S(=O)(=O)O)cc2cc(S(=O)(=O)O)cc(N)c2c1O,-3.2,-1.3
CCOc1cccc(N)c1,-0.1,1.0
COC(=O)C1=C(C)N(Cc2ccccc2)C(=NCCc2cccnc2)N[C@H]1c1ccc(Br)cc1,14.5,7.0
CN(C)S(=O)(=O)c1ccc2c(c1)/C(=C/c1cc3c([nH]1)CCCC3)C(=O)N2,34.7*,24.6*
Cn1c2ccccc2c(=O)c2cc(C#Cc3cccc(N)c3)ccc21,0.2,-0.2

# 4 compounds out of the list, ordered by molar mass, descending:
SMILES,OXTR agonist,V1R ag counter
Cc1cc(-c2ccc(N=Nc3c(S(=O)(=O)O)cc4cc(S(=O)(=O)O)cc(N)c4c3O)c(C)c2)ccc1N=Nc1c(S(=O)(=O)O)cc2cc(S(=O)(=O)O)cc(N)c2c1O,-3.2,-1.3
CN(C)S(=O)(=O)c1ccc2c(c1)/C(=C/c1cc3c([nH]1)CCCC3)C(=O)N2,34.7*,24.6*
Cn1c2ccccc2c(=O)c2cc(C#Cc3cccc(N)c3)ccc21,0.2,-0.2
Oc1cc(-c2ccc(N3CCCCC3)nc2)cc2cccnc12,0.9,0.5

# Returning to the listing, repeating the 7 entries before the break.
SMILES,OXTR agonist,V1R ag counter
CCCCCN(C(=O)CCC(=O)OCCOc1ccc(OC)cc1)c1c(N)n(CCCC)c(=O)[nH]c1=O,-1.4,-0.6
Nc1cc(C(Cl)=C(Cl)Cl)c(S(N)(=O)=O)cc1S(N)(=O)=O,-0.6,-0.2
Cc1cc(-c2ccc(N=Nc3c(S(=O)(=O)O)cc4cc(S(=O)(=O)O)cc(N)c4c3O)c(C)c2)ccc1N=Nc1c(S(=O)(=O)O)cc2cc(S(=O)(=O)O)cc(N)c2c1O,-3.2,-1.3
CCOc1cccc(N)c1,-0.1,1.0
COC(=O)C1=C(C)N(Cc2ccccc2)C(=NCCc2cccnc2)N[C@H]1c1ccc(Br)cc1,14.5,7.0
CN(C)S(=O)(=O)c1ccc2c(c1)/C(=C/c1cc3c([nH]1)CCCC3)C(=O)N2,34.7*,24.6*
Cn1c2ccccc2c(=O)c2cc(C#Cc3cccc(N)c3)ccc21,0.2,-0.2
CCCCCCCCCCCCCCCC(=O)OC(CC(=O)O)C[N+](C)(C)C (stereo not drawn),-0.5,0.0
O=C(O)/C=C/C(O)c1ccc(Cl)cc1 (stereo not drawn),0.5,0.9
O=C(NNC(=O)c1cc(Br)ccc1O)c1csc(N2CCOCC2)n1,2.7,4.0
COc1ccc(S(=O)(=O)N2CCOCC2)cc1NC(=O)COC(=O)c1ccc([N+](=O)[O-])s1,3.0,2.2
CCOC(=O)[C@H](CCc1ccccc1)N[C@@H](C)C(=O)N1C(C(=O)O)C[C@@H]2CCC[C@@H]21 (stereo partly drawn),-0.5,0.5
NC(=O)c1oc2ccccc2c1NC(=O)C1CC(=O)N(c2ccccc2)C1 (stereo not drawn),1.2,1.1
CCOC(=O)c1cccc(C2=CC(=O)C[C@H](c3ccc(OC)cc3)C2)c1,0.3,0.1
OCCc1ccc(O)cc1,1.2,1.1
C[S+](CC[C@H](N)C(=O)O)C[C@H]1O[C@@H](n2cnc3c(N)ncnc32)[C@H](O)[C@@H]1O (stereo partly drawn),0.6,5.6
COc1cccc(NC(=O)CN(C)C(=O)c2cccnc2Nc2cccc(C(F)(F)F)c2)c1,4.5,1.2
C#CCOCCOCCOCCNc1nc(N2CCN(C(=O)CCCCCCCCCCNC(=O)Cn3cc(CCCCCN)nn3)CC2)nc(N2CCN(C(=O)CCCCCCCCCCNC(=O)[C@@H](CCSC)n3cc(CCO)nn3)CC2)n1,3.6,15.5
C[C@H](NC(=O)c1nc[nH]c1C(=O)NC1CCNCC1)C(=O)OCc1ccccc1,2.8,0.3
O=C(C[C@H]1C/C=C\C[C@H](NC(=O)OCC2c3ccccc3-c3ccccc32)C(=O)O[C@H](c2ccccc2)CNC1=O)N[C@H](CO)Cc1ccccc1,-1.5,-0.2
Cc1nc(Cc2nnc(SC(C)C(=O)Nc3cccc(C#N)c3)o2)cs1 (stereo not drawn),0.7,-0.4
CCC(C)(CN(C)C)OC(=O)c1ccccc1 (stereo not drawn),0.6,0.7
CC1(C)C[C@@H]1C(=O)N/C(=C\CCCCSC[C@H](N)C(=O)O)C(=O)O,0.5,-0.1
O=C(NS(=O)(=O)N1CCCC1)C1=C(N2CCCC2)COC1=O,1.0,1.0
NCCC(=O)NCCc1cnc[nH]1,-0.2,-0.3
C=C[C@]1(C)C=C2CCC3[C@](C)(CCC[C@@]3(C)C(=O)O)C2CC1 (stereo partly drawn),-1.9,-0.6
CC1=NN(c2ccccc2)C(=O)/C1=C/c1c(C)[nH]n(-c2ccc(C)cc2)c1=O,-0.1,0.1
COc1ccc(CN2C(=O)C(Cc3ccccc3)Nc3ncnc(N4CCCCC4)c32)cc1 (stereo not drawn),-1.9,-0.7
Cc1ccc(S(=O)(=O)N2[C@@H](c3ccc(Cl)c(Cl)c3)C(C(=O)O)=C[C@H]2C(C)(C)C)cc1,-1.2,0.2
CC(C)(C)c1ccc(/C=C(\c2nc3ccccc3[nH]2)S(=O)(=O)c2ccccc2)cc1,-2.1,-1.1
CC(C)n1cnc2c(NCc3ccccc3)cc(OCC3CCN(C)CC3)cc21,1.5,0.2
Cc1ccc(NC(=O)CCc2nc3sc4c(c3c(=O)[nH]2)CCCC4)c(Br)c1,-0.4,0.7
COc1ccc(NC(=O)C(=O)NCC(c2ccco2)N2CCc3ccccc32)cc1 (stereo not drawn),-0.7,0.0
CCC(=O)NC(c1ccc(C)cc1)c1cc(Cl)c2cccnc2c1O (stereo not drawn),3.2,0.9
CCOc1ccc(C=NNc2ccc(S(=O)(=O)Nc3ccccc3C(=O)O)cc2[N+](=O)[O-])cc1OC,-0.5,0.9
Nc1ccc(N2C(=O)c3ccccc3C2=O)c(Cl)c1,-0.3,1.0
Cc1ccc(NC(=O)CSCC(=O)Nc2cc(C(F)(F)F)ccc2N2CCOCC2)cc1,-2.2,-1.6

# Looked up above:
# C#CCOCCOCCOCCNc1nc(N2CCN(C(=O)CCCCCCCCCCNC(=O)Cn3cc(CCCCCN)nn3)CC2)nc(N2CCN(C(=O)CCCCCCCCCCNC(=O)[C@@H](CCSC)n3cc(CCO)nn3)CC2)n1 – OXTR agonist: 3.6
# COc1ccc(S(=O)(=O)N2CCOCC2)cc1NC(=O)COC(=O)c1ccc([N+](=O)[O-])s1 – V1R ag counter: 2.2
# CCCCCCCCCCCCCCCC(=O)OC(CC(=O)O)C[N+](C)(C)C (stereo not drawn) – V1R ag counter: 0.0
# CN(C)S(=O)(=O)c1ccc2c(c1)/C(=C/c1cc3c([nH]1)CCCC3)C(=O)N2 – OXTR agonist: 34.7*
# CC1=NN(c2ccccc2)C(=O)/C1=C/c1c(C)[nH]n(-c2ccc(C)cc2)c1=O – OXTR agonist: -0.1

# Next compounds follow.
SMILES,OXTR agonist,V1R ag counter
O=c1c(O)c(-c2cc(O)c(O)c(O)c2)oc2cc(O)cc(O)c12,-0.5,-0.2
COc1cc2cncc(Cc3ccc(Cl)cc3)c2cc1OC,4.2,7.1
CN(CC(=O)Nc1ccc(F)cc1)C(=O)COC(=O)c1cc([N+](=O)[O-])ccc1N1CCOCC1,-1.3,-0.6
CN1CCc2ccccc2Cc2[nH]c3ccccc3c2CC1,-1.7,0.1
O=C(COC(=O)c1ccc([N+](=O)[O-])s1)NNC(=O)c1ccccc1,1.8,1.4
Cc1ccccc1SCC(=O)Nc1cc(C(F)(F)F)ccc1N1CCOCC1,1.4,0.8
CCN(CC)S(=O)(=O)c1cc(NC(=O)CNc2cccc(S(=O)(=O)N3CCCC3)c2)ccc1C,2.9,5.2
CN(CCCCCCCCCCN(C)C(=O)Oc1cccc([N+](C)(C)C)c1)C(=O)Oc1cccc([N+](C)(C)C)c1,-0.4,-0.1
COc1ccc(C(=O)c2nccc3cc(OC)c(OC)cc23)cc1OC,2.0,0.3
CC(C)C[C@H]1CN=C(Nc2ccccc2)N1CC1CCC(C(C)(C)C)CC1 (stereo partly drawn),14.6,11.7
OCCN1CCN(CC/C=C2/c3ccccc3Sc3ccc(C(F)(F)F)cc32)CC1,3.9,5.2
NC(=O)C1CCN(c2nc(-c3cccs3)cs2)CC1,4.1,1.2
CCc1ccc(/C(C)=N/NC(=O)CNC(=O)/C=C/c2ccco2)cc1,-1.7,-0.6
CC(C)[C@@H]1CN=C(N)N1C[C@@H]1CCCN1C[C@H](C)N1C[C@@H](Cc2ccccc2)N(CCc2ccc(Cl)c(Cl)c2)C1=N,0.3,0.6
COC(=O)C1OC(OC2CC[C@]3(C)C(CC[C@@]4(C)[C@@H]3CC=C3[C@@H]5CC(C)(C)CC[C@]5(C(=O)OC5OC(CO)C(O)C(O)C5O)CC[C@]34C)C2(C)C)C(O)C(O)C1O[C@H]1OCC(O)C(O)C1O (stereo partly drawn),2.0,0.8
CN(C(=O)COC(=O)c1cccc(S(=O)(=O)N2CCOCC2)c1)C1CCS(=O)(=O)C1 (stereo not drawn),0.2,0.7
O=C(OC1CCCCC1=O)c1ccc(F)c(S(=O)(=O)N2CCOCC2)c1 (stereo not drawn),1.3,0.3
Cc1cc(-n2c(C)cc(C(=O)COc3ccc(F)c(F)c3)c2C)no1,0.7,2.3
COc1ccc(S(=O)(=O)Nc2cc3c4c(c2)C(C)C(=O)N4CCC3)cc1OC (stereo not drawn),1.9,-1.4
C#CCOCCOCCOCCNc1nc(N2CCN(C(=O)CCCCCCCCCCNC(=O)[C@H](CCC(=O)O)n3cc(CCCCCN)nn3)CC2)nc(N2CCN(C(=O)CCCCCCCCCCNC(=O)[C@@H]([C@H](C)O)n3cc(C)nn3)CC2)n1,4.0,16.0
Cn1c(=O)[nH]c(=O)c2c1nc(N1CCCCC1)n2CCSc1ncccn1,-2.0,-0.8
COc1cccc(C(=O)NCCN2CCN(c3ccc(Cl)cc3)CC2)c1,0.1,2.2
COc1ccc(C2=CC(=O)C[C@H](c3ccc4c(c3)OCO4)C2)cc1,-0.5,-0.1
CC[C@H](C)Cc1cn([C@@H](CCCN=C(NC(=O)OC(C)(C)C)NC(=O)OC(C)(C)C)C(=O)NCCCCCCCCCCC(=O)N2CCN(C(=O)OC(C)(C)C)CC2)nn1,3.1,8.7
CC1(C)NC(=O)N(CC(=O)N2CCN(c3cccc(Cl)c3)CC2)C1=O,1.5,0.6
CCCCn1c(NC(=O)c2ccc(F)cc2)c(C#N)c2nc3ccccc3nc21,-1.7,-0.3
COc1ccc2c(c1)[C@H]1[C@H](CO2)[C@H](c2ccccc2)[C@]2(C)C(=O)N[C@@H](C)C(=O)N12,1.1,0.8
CCc1noc(C)c1C(=O)Oc1ccc(N(C)S(=O)(=O)c2ccc(C)cc2)cc1,2.1,3.8
COc1ccccc1N(C)S(=O)(=O)c1ccc(C(=O)N2CCCC(C(F)(F)F)C2)cc1 (stereo not drawn),3.6,6.7
O=C(NCc1cccc(F)c1)c1cccc2c1C(=O)c1ccc(N3CCC(Cc4ccccc4)CC3)cc1S2(=O)=O,10.6,17.0
N#Cc1ccccc1N1CCN(C(=O)c2ccc(NC(=O)c3ccc(Br)o3)cc2)CC1,-1.5,0.9
O=c1c2cc(F)ccc2sn1-c1ccc(F)cc1,18.1,13.5
Cc1nc2ccc(NC(=O)c3oc4ccc(F)cc4c3C)cc2s1,-0.5,-0.2
CN(CC(=O)Nc1cccc(F)c1)C(=O)c1cc2c(s1)CCCCC2,1.0,1.5
CCN(CC)c1ccc(N)cc1,4.5,2.2
CCC[C@@H](CN1CCC[C@H]1CN1C(N)=NC[C@@H]1Cc1ccccc1)N1C[C@@H]([C@H](C)CC)N(CCCC2CCCC2)C1=N,3.0,4.3
C#CCOCCOCCOCCNc1nc(N2CCN(C(=O)CCCCCCCCCCNC(=O)Cn3cc(CCCCCN)nn3)CC2)nc(N2CCN(C(=O)CCCCCCCCCCNC(=O)[C@H](CO)n3cc(CCCCCN)nn3)CC2)n1,24.9*,25.7*
O=S(=O)(O)c1cc(O)ccc1O,-0.1,-0.2

# Screening results (PubChem)
